EPAC1 agonist – qHTS for Agonist of cAMP-regulated guanine nucleotide exchange factor 3 (EPAC1): primary screen | EPAC1 agonist qHTS, biochemical assay; response scale: 100% = response to 6.5 mM cAMP | 0.073% of 360,000 active | AID 720707, 2013 | Potency, µM (titrated, usually from 154 µM), inactives show at the top dose activation, actives largely listed as activators | Rap guanine nucleotide exchange factor 3 (Homo sapiens), O95398; note: potency is the fitted concentration of half-maximal effect; nearly all actives have a fitted effect of over 60% in size
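Nucleotide exchange by EPAC1 (100 nM) on Rap1B–BODIPY-GDP (250 nM) in the presence of 50 uM GDP is tracked fluorescently at 480/540 nm over 30 min. Signals are normalized to a 6.5 mM cAMP control.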
EPAC2 ag – qHTS for Agonist of cAMP-regulated guanine nucleotide exchange factor 4 (EPAC2): primary screen; EPAC2 activation, biochemical qHTS; response scale: 100% = 6.5 mM cAMP response; Rap guanine nucleotide exchange factor 4 (Homo sapiens), Q8WZA2; 0.079% of 360,000 active; Potency, µM (top dose mostly 154 µM), without a hit: at the top dose activation, most hits filed as activators; note: potency is the fitted concentration of half-maximal effect; nearly all actives have a fitted effect of over 50% in size
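Fluorescence exchange assay: 100 nM EPAC2 with 250 nM RAP1B-BODIPY-GDP and 50 uM GDP; compounds tested as a concentration-titration series (qHTS). Loss of Rap1-bound BODIPY-GDP fluorescence read at 480/540 nm; data normalized to 6.5 mM cAMP.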
PI5P4K alpha inh – qHTS for Inhibitors of phosphatidylinositol 5-phosphate 4-kinase (PI5P4K); AID 652105, 2013; max response, %; Phosphatidylinositol 5-phosphate 4-kinase type-2 alpha (Homo sapiens), P48426; PI5P4Kalpha enzyme, ADP-Glo luminescence, 60 min; stronger effect = lower value; 1.2% of 330,000 active; active = max response of -50% or lower; inconclusive = between -30% and -50%; inactive = -30% or higher; note: value at the top dose of about 77 µM; % is set by controls: 0 for no effect and ±100 for the full control effect
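ADP-Glo luminescence end-point read after a 60 min room-temperature kinase reaction of PI5P4Kalpha plus substrate, initiated with ATP at 5 microM final. Buffer: 0.038 M HEPES pH 7.4, EGTA, 0.1% CHAPS, 5% DMSO.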
CCT chaperon mod – High-Throughput Screening for Modulators of Cytosolic Chaperonin Activity; 0.3% of 360,000 active; activity change, % (no concentration beside the values), hits read low; AID 651819, 2012; purified chaperonin ATPase assay, HTRF ADP detection, 30 min; in the data active = activity change below about -30%; note: % is set by controls: 0 for no effect and ±100 for the full control effect
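TRiC at 40 or 20 nM final (batch-dependent) in 30 mM Tris pH 7.4, 100 mM KCl, 5 mM MgCl2, 1 mM DTT, with compound at single 76 uM and 10 uM ATP, 30 min at 37 deg C. ADP detected by HTRF Transcreener, 665/615 ratio.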
PLK1 PBD inh – qHTS for Inhibitors of PLK1-PDB (polo-like kinase 1 - polo-box domain): Primary Screen. Serine/threonine-protein kinase PLK1 (Homo sapiens), P53350. Plk1 PBD binding of FITC phosphopeptide, fluorescence polarization. Potency, µM, without a hit: max response, negative = inhibition, hits mostly inhibitors. 2.8% of 360,000 active. AID 720504, 2013; note: potency is the fitted concentration of half-maximal effect; series mostly up to about 57 µM; % is set by controls: 0 for no effect and ±100 for the full control effect; nearly all actives have a fitted effect of over 65% in size
EPAC1 antagonist – qHTS for Antagonist of cAMP-regulated guanine nucleotide exchange factor 3 (EPAC1): primary screen; EPAC1 GEF assay, Rap1b-BODIPY-GDP exchange fluorescence; 0.14% of 360,000 active; Potency, µM (doses to about 115 µM), for the others: at the top dose activity change, negative = inhibition, actives largely listed as inhibitors;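 note: potency is the fitted concentration of half-maximal effect; plate controls were vehicle for no effect and positive control for full effect; nearly all actives have a fitted effect of over 50% in size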
IL-2 act – qHTS of IL-2 Activators. IL-2 activation reporter assay, cell-based qHTS; stimulated with anti-CD3/CD4/CD28 beads; in transgenic mouse T cells. activation, % (series mostly up to about 46 µM). 0.065% of 360,000 active. AID 652025, 2013; in the data active = activation above about 50%; inconclusive = mostly about 30% to 49%; note: 0% is about no effect
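Screening format: compound pinned onto unstimulated transgenic mouse T cells, 60 min incubation, then anti-CD3/anti-CD4/anti-CD28 bead stimulation for 18 hours at 37 degrees C, followed by EGFP and DsRed detection.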
WRN inhibitor – qHTS for Inhibitors of WRN Helicase; WRN helicase unwinding, fluorescent forked duplex, kinetic; Potency, µM (top dose mostly 114 µM), for inactives: top-dose activity change, negative = inhibition, hits mostly inhibitors; 0.46% of 360,000 active; note: potency is the fitted concentration of half-maximal effect; % is set by controls: 0 for no effect and ±100 for the full control effect; nearly all actives have a fitted effect of over 55% in size
Target sequence (Q14191 whole entry, looked up): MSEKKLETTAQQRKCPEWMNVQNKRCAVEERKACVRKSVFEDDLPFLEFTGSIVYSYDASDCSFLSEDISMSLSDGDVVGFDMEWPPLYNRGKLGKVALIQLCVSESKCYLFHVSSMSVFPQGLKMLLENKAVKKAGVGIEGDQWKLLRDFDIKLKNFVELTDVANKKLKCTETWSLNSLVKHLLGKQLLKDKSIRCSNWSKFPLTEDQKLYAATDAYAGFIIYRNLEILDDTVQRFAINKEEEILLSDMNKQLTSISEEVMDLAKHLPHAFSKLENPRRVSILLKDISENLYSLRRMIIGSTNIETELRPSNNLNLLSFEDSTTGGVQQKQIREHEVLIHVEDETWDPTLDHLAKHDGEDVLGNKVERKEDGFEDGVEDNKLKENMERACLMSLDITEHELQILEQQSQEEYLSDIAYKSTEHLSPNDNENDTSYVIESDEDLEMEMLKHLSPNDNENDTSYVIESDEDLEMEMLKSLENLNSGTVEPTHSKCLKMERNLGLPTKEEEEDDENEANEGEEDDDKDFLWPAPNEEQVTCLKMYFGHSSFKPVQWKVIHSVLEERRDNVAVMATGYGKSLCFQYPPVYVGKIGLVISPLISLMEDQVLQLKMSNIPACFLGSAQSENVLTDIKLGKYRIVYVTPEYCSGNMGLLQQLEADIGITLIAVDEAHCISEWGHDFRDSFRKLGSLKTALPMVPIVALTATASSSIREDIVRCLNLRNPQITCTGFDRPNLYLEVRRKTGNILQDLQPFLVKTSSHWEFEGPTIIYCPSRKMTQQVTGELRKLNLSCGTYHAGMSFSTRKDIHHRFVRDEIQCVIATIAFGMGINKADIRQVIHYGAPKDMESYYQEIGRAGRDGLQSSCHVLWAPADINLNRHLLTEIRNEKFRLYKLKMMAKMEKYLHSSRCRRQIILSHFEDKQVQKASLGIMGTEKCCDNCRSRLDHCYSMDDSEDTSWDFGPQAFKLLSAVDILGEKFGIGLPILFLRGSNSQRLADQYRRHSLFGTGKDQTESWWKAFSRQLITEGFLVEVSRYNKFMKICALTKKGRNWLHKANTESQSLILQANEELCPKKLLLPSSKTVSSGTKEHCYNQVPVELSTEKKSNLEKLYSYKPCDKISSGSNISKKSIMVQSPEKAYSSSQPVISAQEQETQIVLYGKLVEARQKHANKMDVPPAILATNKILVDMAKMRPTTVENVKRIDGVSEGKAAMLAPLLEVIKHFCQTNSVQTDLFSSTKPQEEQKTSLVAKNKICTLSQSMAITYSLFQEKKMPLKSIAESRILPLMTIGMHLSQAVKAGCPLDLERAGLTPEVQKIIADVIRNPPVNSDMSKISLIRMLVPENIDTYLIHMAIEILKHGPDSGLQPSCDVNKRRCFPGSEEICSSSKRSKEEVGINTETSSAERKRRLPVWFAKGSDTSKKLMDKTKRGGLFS
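Screening of the MLSMR collection measured strand separation of a quenched forked DNA duplex (100 nM) by 20 nM WRN with 2 mM ATP, all final. Compounds were preincubated with enzyme 15 min at room temperature.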
* hit, by the source's call; u = inconclusive; x = no result given; [ ] = another dose, or the depositor's remark. Unless noted, calls come from the whole dose curve; as a rule, active = well fitted curve in the direction sought with a large enough effect; inconclusive = small, poorly fitted or top-dose-only effect, or another doubt; inactive = no such curve, though single readings can be large; an effect the other way counts as inactive or inconclusive. Not all compounds are listed; the hit share may differ from the screen's.

molecule | EPAC1 agonist | EPAC2 ag | PI5P4K alpha inh | CCT chaperon mod | PLK1 PBD inh | EPAC1 antagonist | IL-2 act | WRN inhibitor
Cc1nnc(Nc2ccc(Cl)cc2)s1 | 3% | 2% | 9 | 0.9 | -5% | -15% | -0.9 | -22%
COc1ccc(Cn2c(=O)[nH]c3cc(C(=O)Nc4ccc(N5CCN(C)CC5)cc4)ccc32)cc1 | -4% | 11% | 0 | -1.0 | -8% | 3% | 0.5 | -14%
Cn1c(N)c(C(=O)COC(=O)[C@@H]2CCCN2S(=O)(=O)c2ccc(Cl)cc2)c(=O)n(C)c1=O | 5% | 4% | 2 | 0.0 | -19% | -12% | -1.7 | -2%
CCN1CCN(c2cc(C(C)(C)C)nc3c(-c4ccccc4)c(C)nn23)CC1 | 7% | -4% | x | 1.7 | 1% | 3% | -2.0 | -4%
CC(C)c1ccc(C2=C(O)c3ccccc3C(=O)C2=O)cc1 | 9% | -7% | u | -1.5 | -24% | -4% | -1.6 | -1%
O=C(NCCN1CCOCC1)c1cccs1 | 0% | 8% | -2 | -1.7 | 1% | 0% | 0.0 | 10%
COc1nc(OCCNC(C)=O)nc(N(C)C)n1 | 2% | 5% | x | -2.9 | -13% | -3% | -1.1 | -1%
COc1cccc(-n2c(=O)c3c(C)c(C(=O)N(C)C)sc3n(CC(=O)NCC3CCCO3)c2=O)c1 (configuration not stated) | 11% | -5% | -2 | 3.2 | 3% | 0% | 0.6 | -7%
Cc1ccc2nc(-c3ccc(F)cc3)c(Cc3cccc(Cl)c3)n2c1 | -6% | 15% | -1 | 2.6 | -3% | -3% | -0.7 | -10%
Cc1ccc(C(=O)NNC(=O)c2cccnc2SCc2cccc([N+](=O)[O-])c2)cc1 | -10% | 0% | 18 | -0.8 | -10% | -5% | -2.7 | 2%
Cc1nn(CC(=O)NCc2ccc(OC(C)C)cc2)c(=O)c2cc(-c3ccccc3)nn12 | -6% | -5% | -4 | -2.5 | -2% | 16% | -3.3 | -3%
c1csc(-c2nc3ccccn3c2NC2CCCCC2)c1 | 7% | -4% | -4 | 0.8 | -15% | -17% | -0.5 | -10%
COCCCNC(=S)N1CCCN(c2nc3cc(C)ccc3cc2C#N)CC1 | 1% | 6% | 2 | -5.2 | -9% | -8% | 0.0 | -3%
CC1=C(C(=O)OC2CCCCC2)C(c2ccco2)C2=C(CC(C)(C)CC2=O)N1 (configuration not stated) | 6% | 6% | 2 | -2.7 | -5% | 4% | -0.7 | -5%
COc1ccc(CCNc2nncc(=O)[nH]2)cc1OC | 11% | 9% | x | 0.0 | 1% | -3% | -4.7 | -17%[57.1 µM]
CCCCNc1nnc(SCC(=O)c2c(N)n(C3CC3)c(=O)[nH]c2=O)s1 | 6% | 4% | -1 | -1.1 | -2% | -5% | -0.2 | 4%
N#C/C(=C\c1ccc(Cl)cc1)c1nc(-c2ccco2)cs1 | 5% | -9% | -3 | -0.9 | -3% | -21% | -1.7 | 0%
CC1(C(=O)NS(=O)(=O)c2ccc(C#N)cc2)CCN1C(=O)C1(c2ccc(Cl)cc2)CCC1 (configuration not stated) | -6% | -2% | -1 | -3.4 | -9% | u | 0.2 | 0%
Cc1cccc(NC(=O)Cc2noc3ccccc23)c1 | 2% | 6% | -4 | -2.9 | -9% | -11% | -0.6 | 7%
Cc1cccc(C)c1NC(=O)CSc1nnc(C2CCCCC2)o1 | -8% | -5% | 0 | -2.5 | -24% | -20% | 3.0 | 15%
CN1CC(=O)Nc2ccc(Br)cc2C1=O | 3% | 3% | 1 | 1.1 | -8% | 0% | 1.6 | -5%
Cc1cccnc1C(c1ccc(F)cc1)N(C)C(=O)C1CCN(CCOc2ccc(Cl)cc2Cl)CC1 (configuration not stated) | -19% | 27% | 36 | 1.4 | 3% | -16% | -1.0 | 4%
O=C(COc1ccc2ccc(=O)oc2c1)NC1CCN(Cc2ccccc2)CC1 | -8% | 1% | 2 | -0.4 | -4% | 0% | -3.2 | 0%
CCOC(=O)c1ccc(NC(=O)CSc2nnc(CNC(=O)c3ccccc3F)o2)cc1 | 3% | 8% | -1 | 4.6 | -13% | 4% | -0.2 | -12%
O=C(NNC1=NS(=O)(=O)c2ccccc21)c1ccc([N+](=O)[O-])cc1 | 1% | 7% | -10 | -5.2 | -6% | -4% | -0.1 | -1%

Other structures.
molecule | EPAC1 agonist | EPAC2 ag | PI5P4K alpha inh | CCT chaperon mod | PLK1 PBD inh | EPAC1 antagonist | IL-2 act | WRN inhibitor
CCCCCOC(=O)NCCOC(=O)Nc1ccc(C(=O)OCC)cc1 | -16% | -11% | x | 0.0 | -1% | -10% | 0.8 | 7%
O=C(Nc1ccccc1F)NC1CC1 | -3% | 6% | -2 | 1.3 | 1% | 5% | -0.8 | -9%[57.1 µM]
Cc1cc(C(C)(C)C)cc(C)c1C[n+]1ccc2ccccc2c1 | 0% | -1% | -1 | -3.1 | 3% | 13% | -6.1 | 7%
CCCN1CC=C2C(C#N)=C(N)C(C#N)(C#N)C(c3cc(OC)ccc3OC)C2C1 (configuration not stated) | 6% | 12% | -7 | 0.7 | -21% | -5% | 1.4 | 4%[57.1 µM]
Clc1ccc(C[n+]2csc3ccccc32)cc1 | -7% | 2% | -20 | -2.0 | 27µM* | 3% | -0.8 | u
Cc1ccc(S(=O)(=O)NNC(=O)c2sccc2-n2cccc2)cc1 | -7% | -4% | -7 | 2.1 | -2% | 6% | -2.1 | 4%
C=CCOC(=O)C1=C[C@@H](c2ccc(Br)cc2)C[C@@H](OCCCCO)O1 | 0% | -2% | -2 | -1.6 | -11% | 1% | -0.4 | 1%
CC12CCC3(CC1CCC1OC12)OCCO3 (configuration not stated) | -2% | -1% | 14 | -2.8 | -4% | -21% | -4.7 | 4%
CC(C)Cc1nn2c(N)c(/C=C3\C=Nc4ccccc43)c(=O)nc2s1 | -13% | -12% | 0 | 1.7 | -17% | -9% | -2.5 | -18%
COc1ccccc1CNC(=O)c1ccccc1SCC(=O)NCc1ccco1 | 2% | 3% | -12 | -2.7 | -19% | -5% | -3.5 | 2%
O=C(CCCn1c(=O)[nH]c2ccsc2c1=O)N1CCN(Cc2ccc3c(c2)OCO3)CC1 | -1% | -6% | 1 | 2.3 | 2% | 11% | -2.0 | 8%
CCc1nccn1-c1cc(C(C)(C)C)nc2c(-c3ccc(Cl)cc3)cnn12 | 14% | -7% | -1 | -3.9 | -7% | 4% | -0.5 | -5%
N#Cc1cc(C#N)c(N2CCN(c3cccc(Cl)n3)CC2)nc1N | 11% | 13% | x | 0.2 | 2% | -4% | 1.6 | -8%
N#Cc1ccc(C(=O)Nc2ccc(N3CCN(C(=O)c4ccco4)CC3)cc2)c(F)c1 | 6% | 9% | x | -2.9 | -4% | 0% | -0.3 | -1%
CC12CCC(=O)N1C(C(=O)OCC(=O)Nc1cc(S(=O)(=O)N3CCCCC3)ccc1Cl)CS2 (configuration not stated) | 5% | 9% | 2 | 0.7 | -1% | -1% | -0.5 | -6%
C[C@@H]1CN([C@H](C)CO)C(=O)c2cc(NC(=O)Nc3ccc4c(c3)OCO4)ccc2O[C@H]1CN(C)Cc1ccncc1 | -1% | 14% | -3 | -1.1 | -7% | -8% | 0.1 | -4%
CCOc1ccc(CCNC(=O)CCCN2C(=O)c3ccccc3C2=O)cc1OCC | -2% | 4% | -1 | -2.4 | -4% | 4% | -0.5 | 0%
Cc1cc(NC(=O)CSc2nc3ccccc3[nH]2)no1 | 3% | 0% | -3 | 0.2 | -17% | -2% | -0.5 | -13%
Cc1cccnc1NC(=O)CNC(=O)C12CC3CC(CC(Cl)(C3)C1)C2 | -2% | 0% | 2 | -0.5 | -5% | 3% | 1.6 | -28%
CC1CN(c2cnn(C(C)C)c(=O)c2Cl)CC(C)O1 (configuration not stated) | 6% | 12% | 2 | -0.9 | -16% | -16% | -1.4 | 4%
Cc1cc(C)c2nc(N3CCC(C(=O)N4CCCC4)CC3)sc2c1 | -2% | 2% | x | -4.8 | -1% | -2% | -0.9 | -5%
Cc1cc(O)c(C2(O)C(=O)Nc3cc(Br)ccc32)cc1C (configuration not stated) | -19% | 4% | 0 | -1.5 | u | u | -5.9 | -5%
Cc1ccc(Nc2nc(-c3c(C)n(C)n(-c4ccccc4)c3=O)c(C)s2)cc1 | 6% | 7% | 1 | 1.8 | -8% | -16% | -2.1 | -7%
COc1ccc(Cl)cc1N1C(=O)CC(N2CCc3ccccc32)C1=O (configuration not stated) | 8% | 10% | -13 | -2.9 | -8% | 3% | -3.5 | -2%
O=C(NC1CCCCC1)C1CCN(c2ncccn2)CC1 | 10% | 4% | -1 | -0.6 | -7% | -15% | -3.2 | -30%

Next part
molecule | EPAC1 agonist | EPAC2 ag | PI5P4K alpha inh | CCT chaperon mod | PLK1 PBD inh | EPAC1 antagonist | IL-2 act | WRN inhibitor
COc1ccc(S(=O)(=O)NCCCn2ccnc2)cc1C(C)(C)C | 5% | 6% | 2 | 0.1 | -16% | -3% | -0.4 | 8%
COc1ccccc1N1CC(C(=O)Nc2ccc(C)c(S(=O)(=O)N3CCOCC3)c2)CC1=O (configuration not stated) | 8% | 5% | 1 | 0.7 | -9% | 8% | 3.1 | 1%
COc1cccc(C(c2nnnn2C2CCCCC2)N2CCN(C/C=C/c3ccccc3)CC2)c1OC (configuration not stated) | -2% | 5% | 1 | 0.1 | -16% | -24% | -0.9 | -9%
O=C(Cc1ccc(NC(=O)C2CCN(C(=O)C3CCCC3)CC2)cc1)Nc1ccc(C(=O)N2CCOCC2)cc1 | -4% | 3% | 2 | -1.0 | -12% | -7% | -0.2 | -1%

Some of these compounds in order of the EPAC1 antagonist value, ascending.
molecule	EPAC1 antagonist
Cn1c(N)c(C(=O)COC(=O)[C@@H]2CCCN2S(=O)(=O)c2ccc(Cl)cc2)c(=O)n(C)c1=O	-12%
Cc1cccc(NC(=O)Cc2noc3ccccc23)c1	-11%
COc1ccc(S(=O)(=O)NCCCn2ccnc2)cc1C(C)(C)C	-3%

Bioassay records: PubChem BioAssay, National Center for Advancing Translational Sciences (NCATS)
